14-3-3 PPI: modulators of 14-3-3 gamma protein binding, primary screen, biochemical, fluorescence polarization | AID 422, 2006 | inhibition, % at 40 µM | 160,000 tested, 0.19% active | 14-3-3 protein gamma (Homo sapiens), P61981 | FP, 14-3-3gamma / TMR-pS259-Raf peptide binding; in the data active means inhibition above about 30%;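 further: 0% = protein plus tracer without compound and 100% = blank with tracer alone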
Target sequence (P61981 whole entry, looked up): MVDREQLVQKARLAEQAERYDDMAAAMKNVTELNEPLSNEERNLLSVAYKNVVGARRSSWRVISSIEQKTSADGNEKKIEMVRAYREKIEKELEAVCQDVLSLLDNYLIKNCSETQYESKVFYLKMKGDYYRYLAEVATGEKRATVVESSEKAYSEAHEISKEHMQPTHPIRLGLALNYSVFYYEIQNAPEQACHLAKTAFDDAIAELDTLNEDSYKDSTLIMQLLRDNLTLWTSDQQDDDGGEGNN
* hit, by the source's call; & = joins results of further samples. Not all compounds are listed; the hit share may differ from the screen's.

Start of the listing, in advance:
Screening COC(=O)c1cc(Br)c(=O)n(-c2nccs2)c1 returned 14-3-3 PPI -13.
`CC1=C(C(=O)Nc2cc(Cl)ccc2C)C(c2cccs2)NC(=S)N1` (centres undefined) gave 14-3-3 PPI -6.
`CN(C)c1cc(NC(=O)CN2CCN(C(=O)c3ccccc3)CC2)c2ccccc2n1` gave 14-3-3 PPI -2.
CC1CCN(C(=O)C2CCN(C(=O)c3cc4sccc4n3Cc3ccc(F)cc3)CC2)CC1 was read as 14-3-3 PPI -9.
Screening O=C(NCC(c1cccnc1)N1CCN(c2ccccc2F)CC1)c1cccc(Cl)c1 (centres undefined) returned 14-3-3 PPI -1.
O=C(NC1CC1)c1ccc2c(c1)N(Cc1ccccc1Cl)C(=O)CS2 was read as 14-3-3 PPI 1.
Screening Nc1cc(=O)[nH]c(SCC(=O)NCc2ccco2)n1 returned 14-3-3 PPI -3.
`COc1ccc(C2SC(C)C(=O)N2c2cccc(C(=O)O)c2)cc1` (centres undefined) gave 14-3-3 PPI 1.
For COc1ccccc1Nc1nnc(-c2cc3ccc(O)cc3oc2=O)s1 the results were 14-3-3 PPI -22.
Cc1c(C(=O)N(C)Cc2ccccc2)sc2ncnc(N(C)c3ccccc3)c12 was read as 14-3-3 PPI 5.
For COc1ccc(C(=O)NCc2cn3ccsc3n2)cc1OC the results were 14-3-3 PPI -2.
COc1ccc(Nc2ncnc3c2cnn3-c2ccc(OC)cc2)cc1 was read as 14-3-3 PPI -7.
Clc1ccccc1-c1nn2c(-c3ccccn3)nnc2s1 was read as 14-3-3 PPI 5.
Screening CCOC(=O)CCC(=O)Nc1ccc(S(=O)(=O)N2CCOCC2)cc1 returned 14-3-3 PPI -7.
Screening CC1=C(C(=O)Nc2ccccn2)C(c2ccccc2)C2=C(CCCC2=O)N1 (centres undefined) returned 14-3-3 PPI 0.

Main list (from the top)
Screening COC(=O)c1cc(Br)c(=O)n(-c2nccs2)c1 returned 14-3-3 PPI -13.
`CC1=C(C(=O)Nc2cc(Cl)ccc2C)C(c2cccs2)NC(=S)N1` (centres undefined) gave 14-3-3 PPI -6.
`CN(C)c1cc(NC(=O)CN2CCN(C(=O)c3ccccc3)CC2)c2ccccc2n1` gave 14-3-3 PPI -2.
CC1CCN(C(=O)C2CCN(C(=O)c3cc4sccc4n3Cc3ccc(F)cc3)CC2)CC1 was read as 14-3-3 PPI -9.
Screening O=C(NCC(c1cccnc1)N1CCN(c2ccccc2F)CC1)c1cccc(Cl)c1 (centres undefined) returned 14-3-3 PPI -1.
O=C(NC1CC1)c1ccc2c(c1)N(Cc1ccccc1Cl)C(=O)CS2 was read as 14-3-3 PPI 1.
Screening Nc1cc(=O)[nH]c(SCC(=O)NCc2ccco2)n1 returned 14-3-3 PPI -3.
`COc1ccc(C2SC(C)C(=O)N2c2cccc(C(=O)O)c2)cc1` (centres undefined) gave 14-3-3 PPI 1.
For COc1ccccc1Nc1nnc(-c2cc3ccc(O)cc3oc2=O)s1 the results were 14-3-3 PPI -22.
Cc1c(C(=O)N(C)Cc2ccccc2)sc2ncnc(N(C)c3ccccc3)c12 was read as 14-3-3 PPI 5.
For COc1ccc(C(=O)NCc2cn3ccsc3n2)cc1OC the results were 14-3-3 PPI -2.
COc1ccc(Nc2ncnc3c2cnn3-c2ccc(OC)cc2)cc1 was read as 14-3-3 PPI -7.
Clc1ccccc1-c1nn2c(-c3ccccn3)nnc2s1 was read as 14-3-3 PPI 5.
Screening CCOC(=O)CCC(=O)Nc1ccc(S(=O)(=O)N2CCOCC2)cc1 returned 14-3-3 PPI -7.
Screening CC1=C(C(=O)Nc2ccccn2)C(c2ccccc2)C2=C(CCCC2=O)N1 (centres undefined) returned 14-3-3 PPI 0.
CCC(=O)NC(Nc1sc2c(c1C(=O)OC)CCCC2)(C(F)(F)F)C(F)(F)F was read as 14-3-3 PPI -4.
For CCN1C(=O)C(CC(=O)NCc2ccc(Cl)cc2)N(CC)C1=O (centres undefined) the results were 14-3-3 PPI -3.
Screening Cc1[nH]n(-c2ccccc2)c(=O)c1C(c1ccc(C#N)cc1)c1c(C)[nH]n(-c2ccccc2)c1=O returned 14-3-3 PPI 2.
Cc1oc(-c2ccc(Cl)cc2)[n+]([O-])c1C was read as 14-3-3 PPI 1.
For CC(=O)Nc1ccc(-c2c(C(=O)Nc3ccc(C)cc3C)c(C)nc3sc(C(=O)NC4CCCC4)c(N)c23)cc1 the results were 14-3-3 PPI -17.
Cc1csc2nc(CSc3ccc(Cl)cc3)cn12 was read as 14-3-3 PPI -4.
`COc1ccc(N2Cc3cccc(C(=O)N4CCN(C(=O)c5ccco5)CC4)c3C2=O)cc1` gave 14-3-3 PPI -22.
COc1cc2c(cc1OC)-c1cc(NC3CCCCCC3)nc(=O)n1CC2 was read as 14-3-3 PPI -16.
For O=C(c1cc2c(=O)oc3ccccc3c2s1)N1CCOCC1 the results were 14-3-3 PPI -1.
For CCCSc1nnc2c(n1)OC(CC)N(C(C)=O)c1ccccc1-2 (centres undefined) the results were 14-3-3 PPI 0.
Screening COc1ccc2oc(=O)c(C(=O)NCCC3=CCCCC3)cc2c1 returned 14-3-3 PPI 2.
Screening CC(C)(C)C(=O)C1C(c2ccccc2)C(C#N)(C#N)C2C=Cc3ccccc3N12 (centres undefined) returned 14-3-3 PPI -113.
O=C(Nc1cccc(Cl)c1)C1CCN(S(=O)(=O)c2cccs2)CC1 was read as 14-3-3 PPI -5.
`Cn1c(=O)c2c(nc3n2CC(O)CN3c2ccc3ccccc3c2)n(C)c1=O` (centres undefined) gave 14-3-3 PPI -3.
CC1CCCCN1CCCNC(=O)c1cc(-c2ccncc2)nc2ccccc12 (centres undefined) was read as 14-3-3 PPI -15.

Quoted at random: 2 records from the list
Cc1csc2nc(CSc3ccc(Cl)cc3)cn12 was read as 14-3-3 PPI -4.
`Cn1c(=O)c2c(nc3n2CC(O)CN3c2ccc3ccccc3c2)n(C)c1=O` (centres undefined) gave 14-3-3 PPI -3.

(further entries)
`COc1cccc(C2C(C(N)=O)=C(C)Nc3nc(CCCO)nn32)c1OC` (centres undefined) gave 14-3-3 PPI -1.
O=C(c1ccccc1)N1CCCOC1c1ccccc1 (centres undefined) was read as 14-3-3 PPI 4&-3.
`COc1ccc(CCN=C2CCCc3ccccc3N2)cc1OC` gave 14-3-3 PPI -2.
Screening O=C(CC1OC(=O)c2ccccc21)NC1CCCCC1 (centres undefined) returned 14-3-3 PPI -10.
CC(NC(=O)c1cc2c(=O)n3ccccc3nc2n(Cc2ccco2)c1=N)c1ccccc1 (centres undefined) was read as 14-3-3 PPI -18.
Screening COc1cccc(NC(=O)Nc2ccc(Cc3ccncc3)cc2)c1 returned 14-3-3 PPI 0.
For CC(=O)Nc1ccc(S(=O)(=O)n2nc(C)c(Sc3ccc(Cl)cc3)c2C)cc1 the results were 14-3-3 PPI -1.
`O=S1(=O)CCC(NCC2CCCO2)C1` (centres undefined) gave 14-3-3 PPI -10.
`COc1ccc(-n2ncc3c(N4CCCC(C)C4)ncnc32)cc1` (centres undefined) gave 14-3-3 PPI -1.
`CCOC(=O)N1CCN(C(=O)c2ccc3c(c2)sc2nc(-c4ccccc4)cn23)CC1` gave 14-3-3 PPI -5.
O=C(NC1CCCCC1)c1ccc2c(=O)n(-c3ccccc3)c(=O)[nH]c2c1 was read as 14-3-3 PPI 3.
CCOC(=O)C1=C(C)NC2=C(C(=O)CC(c3ccc(OC)cc3)C2)C1c1ccccn1 (centres undefined) was read as 14-3-3 PPI -3.
Cc1ccc(-n2cnc3cc(C(=O)NCc4ccco4)ccc32)c(C)c1 was read as 14-3-3 PPI -15.
Screening CCCCOC(=O)C1=C(C)N(C)C(=O)NC1c1ccccc1[N+](=O)[O-] (centres undefined) returned 14-3-3 PPI 2.
Screening COc1ccc2oc(=O)c(-c3csc(Nc4ccccc4C(F)(F)F)n3)cc2c1 returned 14-3-3 PPI -10.
`CC(C)(C)c1ccc2[nH]c3c(c2c1)CCCC3NC=O` (centres undefined) gave 14-3-3 PPI -5.
`CCN(CC)CCCNC(=O)Cn1ncc2c(=O)oc3ccc(C)cc3c21` gave 14-3-3 PPI 8.
Screening COc1ccc(NC(=O)C2=C(C)NC3=C(C(=O)CC(c4ccc(OC)c(OC)c4)C3)C2c2ccc(C)cc2)cc1 (centres undefined) returned 14-3-3 PPI -11.
Screening O=[N+]([O-])c1cccc(S(=O)(=O)N2CCc3ccccc3C2)c1 returned 14-3-3 PPI 0.
Screening COc1ccc(OCCn2c(C)nc3ccccc32)cc1 returned 14-3-3 PPI 2.
`Nc1nc2ccc(CC(=O)O)cc2s1` gave 14-3-3 PPI 0.
For CCOC(=O)CSc1nc(-c2cccs2)cc(C(F)(F)F)c1C#N the results were 14-3-3 PPI -10.
`Cc1nc(-n2cnc3cc(C)c(C)cc32)c2c3c(sc2n1)CCC3` gave 14-3-3 PPI 0.
For Cc1oc2ccc(O)cc2c1C(=O)OC(C)C the results were 14-3-3 PPI -4.
`O=C(NCc1cn2ccsc2n1)Nc1cccc(Cl)c1` gave 14-3-3 PPI -2.
Screening COc1ccccc1CC(=O)Nc1ccc(-c2noc(COc3cccc(C)c3C)n2)cc1 returned 14-3-3 PPI -63.
O=C(O)C1CCCCC1C(=O)Nc1cnn(Cc2ccccc2)c1 (centres undefined) was read as 14-3-3 PPI -2.
`COc1ccc(CCNC(=O)C(=O)Nc2ccc(C)cc2)cc1` gave 14-3-3 PPI 6.
For COc1ccc(C2C(C(=O)Nc3ccccc3OC)=C(C)Nc3nc4ccccc4n32)cc1 (centres undefined) the results were 14-3-3 PPI -5.
`Cc1cccc(C)c1NC(=O)C1(N(C)C(=O)c2ccccc2)CCC(C(C)(C)C)CC1` (centres undefined) gave 14-3-3 PPI -2.
CCCNC(=O)c1ccc(Oc2cccc([N+](=O)[O-])c2)c([N+](=O)[O-])c1 was read as 14-3-3 PPI 1.
For O=C(COc1cccc(N2C(=O)C3CCCCC3C2=O)c1)c1ccc(Cl)cc1 (centres undefined) the results were 14-3-3 PPI 2.
Screening O=C(NC1CCCCC1)c1cc2nc(-c3ccc(Br)cc3)cc(C(F)(F)F)n2n1 returned 14-3-3 PPI -2.
Screening O=C(NCc1cccs1)C1CCN(c2nc3ccccc3o2)CC1 returned 14-3-3 PPI 4&-8.
`CN(C)S(=O)(=O)c1ccc(C(=O)Nc2nnc(-c3ccc(Cl)s3)o2)cc1` gave 14-3-3 PPI 1.
COC(=O)C(C)Nc1n[nH]c(=S)[nH]c1=O (centres undefined) was read as 14-3-3 PPI -22.
`Cc1ccc(NC(=O)CN(Cc2ccccc2)S(=O)(=O)c2ccc(Br)cc2)cc1Cl` gave 14-3-3 PPI 2.
Clc1ccc2c(c1)CN(C1CCCCC1)CO2 was read as 14-3-3 PPI -7.
For O=C(COC(=O)C1(c2ccccc2)CC1)N1CCN(c2ccc(F)cc2)CC1 the results were 14-3-3 PPI 0.
For COc1ccc(C2=NN(C(=O)CCC(=O)O)C(c3cc4ccc(OC)cc4nc3Cl)C2)cc1 (centres undefined) the results were 14-3-3 PPI -4.
`O=C(O)C1CC=CCC1C(=O)Nc1ccc(Oc2ccc(Cl)cc2)cc1` (centres undefined) gave 14-3-3 PPI -67.
Cc1ccc(NC(=O)C(C)N2C(=O)C3CC=C(Cl)CC3C2=O)cc1 (centres undefined) was read as 14-3-3 PPI -1.
`COC(=O)c1nnn(-c2ccccc2)c1N` gave 14-3-3 PPI 3&7.
Screening O=C1C=CC(=O)N1c1cccc2c(N3C(=O)C=CC3=O)cccc12 returned 14-3-3 PPI -30.
`COc1ccc(C2N(C(=O)c3ccccc3)CCN2C(=O)c2ccc(C)cc2)cc1` (centres undefined) gave 14-3-3 PPI -2.
O=C(NCc1ccccc1Cl)C1CCC(CNS(=O)(=O)c2ccccc2)CC1 (centres undefined) was read as 14-3-3 PPI 4.
Screening CCC(=O)n1nc(-c2ccccc2)nc1NCc1ccccc1 returned 14-3-3 PPI -14.
Screening COC(=O)C1=C(C)N(C)C(C)=C(C(=O)OC)C1c1ccc(C(F)(F)F)cc1 returned 14-3-3 PPI -6.
Screening Cc1ccc(NC(=O)c2c(NC(=O)C(C)(C)C)sc3c2CCCCC3)cc1 returned 14-3-3 PPI -16.
`CC(=O)N1CCc2cc(Br)cc(S(=O)(=O)Nc3ccc(C)cc3C)c21` gave 14-3-3 PPI -3.
`CCOC(=O)c1sc2ncnc(NCCc3ccc(OC)c(OC)c3)c2c1C` gave 14-3-3 PPI -2.
For COC(=O)c1cc(Br)c(=O)n(Cc2ccncc2)c1 the results were 14-3-3 PPI 1.
Screening COc1ccccc1N1CCN(c2ncnc3sc4c(c23)CCC4)CC1 returned 14-3-3 PPI -23.
Screening C=CCn1c(SCc2csc(C)n2)nc2sc3c(c2c1=O)CCCCC3 returned 14-3-3 PPI -9.
`CCOc1ccc(C(=O)Nc2ccc(-c3cc4ccccc4oc3=O)cc2)cc1[N+](=O)[O-]` gave 14-3-3 PPI -5.
`CC1(C)CC(=O)C2=C(C1)Nc1nc(SCc3ccc([N+](=O)[O-])cc3)[nH]c(=O)c1C2c1cccc(O)c1` (centres undefined) gave 14-3-3 PPI -18.
Screening CC(=O)Nc1ccc(NC(=O)c2ccccc2N(C)S(C)(=O)=O)cc1 returned 14-3-3 PPI -8.
Screening CC(=O)OCCNc1cc(SCc2ccco2)c2nonc2c1[N+](=O)[O-] returned 14-3-3 PPI -49.
O=C(c1ccccc1)N(CCN1CCOCC1)C1(C(=O)Nc2ccccc2)CCCCC1 was read as 14-3-3 PPI -4.
For CSc1cccc(NC(=O)CSc2nc3nc(C)cc(C)n3n2)c1 the results were 14-3-3 PPI -8.
Screening O=C(c1ccco1)N1CCN(C2CC(=O)N(c3ccc(Cl)cc3)C2=O)CC1 (centres undefined) returned 14-3-3 PPI -30.
`Cc1ccccc1-n1nc2c(c1NC(=O)C1CCCC1)CS(=O)(=O)C2` gave 14-3-3 PPI -6.
`CCc1cc(=O)oc2c(C)c(OCC(=O)Nc3ccc(N4CCCCC4)cc3)ccc12` gave 14-3-3 PPI -13.
`Cc1cc2cc(CNC(=O)CC(C)C)ccc2n1C` gave 14-3-3 PPI -4.
`O=C(CSc1nc2c(sc3ccccc32)c(=O)n1Cc1ccco1)NCC1CCCO1` (centres undefined) gave 14-3-3 PPI -4.
Cc1cccn2c(=O)c3cc(C(=O)Nc4ccc(S(=O)(=O)Nc5nccs5)cc4)sc3nc12 was read as 14-3-3 PPI -11.
For C=CCn1c(=N)c(C(=O)NCCCOC)cc2c(=O)n3cc(C)ccc3nc21 the results were 14-3-3 PPI 1.

Source: PubChem (Emory University Molecular Libraries Screening Center)
